CF NFkB inh: inhibitors of PAF-induced NF-kB signaling, primary screen, cell-based, GFP fluorescence, uHTS; KKLEB NF-kB-GFP reporter, GFP fluorescence overnight; inhibition, % at 5 µM; 360,000 tested, 0.86% active; AID 588850, 2011;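 active means at least 50% inhibition at 5 µM, scaled per plate between neutral and stimulator controls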;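 further: PAF is a Pseudomonas aeruginosa culture filtrate used as stimulus; plate controls were PAF-stimulated DMSO wells for no effect and unstimulated DMSO wells for full effect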
NR2F2 inh: NR2F2 transcriptional activity inhibitors, primary screen, cell-based, luciferase reporter, HEK293T, luminescence. COUP transcription factor 2 (Homo sapiens), P24468. HEK293T NGFI-A luciferase reporter. inhibition, % at 8.6 µM. 370,000 tested, 0.7% active. AID 686940, 2013;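 active means inhibition above a per-plate cutoff, mean inhibition of test wells between control levels plus 3 SD, cut at about 38% in these data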;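 further: cells cotransfected with COUP-TFII expression vector driving the NGFI-A reporter; 0% = median of COUP-TF2 test wells and 100% = reporter-only cells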
TWEAK-Fn14 inh: inhibitors of TWEAK-Fn14 signaling, primary screen, luciferase reporter cells, uHTS; TWEAK-stimulated Fn14 reporter cells, luciferase luminescence, 8 h; inhibition, % at 10 µM; 360,000 tested, 2% active; AID 1159606, 2016; in the data active means inhibition above about 50%
NCOA1 inh: SRC1 coactivator transcriptional activity inhibitors, primary screen, cell-based, luminescence; HEK293 GAL4-SRC1 luciferase reporter; inhibition, % at 3.6 µM; AID 588354, 2011; Nuclear receptor coactivator 1 (Homo sapiens), Q15788; 360,000 tested, 0.12% active;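 active means inhibition above the campaign mean plus 3 SD, with each screening campaign given its own cutoff, cut at about 60% in these data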;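 further: 0% = DMSO treated cells and 100% = gossypol at 36 µM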
LRH-1 inv ag: LRH-1 (NR5A2) inverse agonists, primary screen, cell-based, luminescence, HEK293T, StAR-luciferase reporter; Nuclear receptor subfamily 5 group A member 2 (Homo sapiens), O00482; inhibition, % at 3.6 µM; AID 602396, 2012; 360,000 tested, 0.13% active; LRH-1 transfected, 24 h;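 active means inhibition above the mean inhibition of all tested compounds plus 3 SD, cut at about 73% in these data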;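 further: 0% = DMSO wells and 100% = reporter-only cells lacking LRH-1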
SRC2 inh: inhibition of GAL4-SRC2 driven luciferase reporter, primary screen, SRC2 inhibitor project, cell-based, luminescence; Nuclear receptor coactivator 2 (Homo sapiens), Q15596; HEK293 GAL4-SRC2 luciferase reporter; inhibition, % at 9 µM; 370,000 tested, 0.17% active;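 active means inhibition above the mean inhibition of all tested compounds plus 3 SD, set per campaign, cut at about 52% in these data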;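 further: 0% = DMSO treated cells and 100% = cells given Gossypol at 36 µM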
NCOA3 inh: SRC3 coactivator transcriptional activity inhibitors, primary screen, cell-based, luminescence; AID 588352, 2011; HEK293 GAL4-SRC3 luciferase reporter; inhibition, % at 3.6 µM; 360,000 tested, 0.17% active;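 active means inhibition above a per-campaign cutoff, the mean of all compounds plus 3 SD, cut at about 60% in these data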;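 further: 0% = DMSO-treated cells and 100% = gossypol-treated cells at 36 µM; higher means less SRC3-driven luciferase light from the GAL4 reporter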
Target sequence (Q9Y6Q9 whole entry, looked up, the tested form may be a part): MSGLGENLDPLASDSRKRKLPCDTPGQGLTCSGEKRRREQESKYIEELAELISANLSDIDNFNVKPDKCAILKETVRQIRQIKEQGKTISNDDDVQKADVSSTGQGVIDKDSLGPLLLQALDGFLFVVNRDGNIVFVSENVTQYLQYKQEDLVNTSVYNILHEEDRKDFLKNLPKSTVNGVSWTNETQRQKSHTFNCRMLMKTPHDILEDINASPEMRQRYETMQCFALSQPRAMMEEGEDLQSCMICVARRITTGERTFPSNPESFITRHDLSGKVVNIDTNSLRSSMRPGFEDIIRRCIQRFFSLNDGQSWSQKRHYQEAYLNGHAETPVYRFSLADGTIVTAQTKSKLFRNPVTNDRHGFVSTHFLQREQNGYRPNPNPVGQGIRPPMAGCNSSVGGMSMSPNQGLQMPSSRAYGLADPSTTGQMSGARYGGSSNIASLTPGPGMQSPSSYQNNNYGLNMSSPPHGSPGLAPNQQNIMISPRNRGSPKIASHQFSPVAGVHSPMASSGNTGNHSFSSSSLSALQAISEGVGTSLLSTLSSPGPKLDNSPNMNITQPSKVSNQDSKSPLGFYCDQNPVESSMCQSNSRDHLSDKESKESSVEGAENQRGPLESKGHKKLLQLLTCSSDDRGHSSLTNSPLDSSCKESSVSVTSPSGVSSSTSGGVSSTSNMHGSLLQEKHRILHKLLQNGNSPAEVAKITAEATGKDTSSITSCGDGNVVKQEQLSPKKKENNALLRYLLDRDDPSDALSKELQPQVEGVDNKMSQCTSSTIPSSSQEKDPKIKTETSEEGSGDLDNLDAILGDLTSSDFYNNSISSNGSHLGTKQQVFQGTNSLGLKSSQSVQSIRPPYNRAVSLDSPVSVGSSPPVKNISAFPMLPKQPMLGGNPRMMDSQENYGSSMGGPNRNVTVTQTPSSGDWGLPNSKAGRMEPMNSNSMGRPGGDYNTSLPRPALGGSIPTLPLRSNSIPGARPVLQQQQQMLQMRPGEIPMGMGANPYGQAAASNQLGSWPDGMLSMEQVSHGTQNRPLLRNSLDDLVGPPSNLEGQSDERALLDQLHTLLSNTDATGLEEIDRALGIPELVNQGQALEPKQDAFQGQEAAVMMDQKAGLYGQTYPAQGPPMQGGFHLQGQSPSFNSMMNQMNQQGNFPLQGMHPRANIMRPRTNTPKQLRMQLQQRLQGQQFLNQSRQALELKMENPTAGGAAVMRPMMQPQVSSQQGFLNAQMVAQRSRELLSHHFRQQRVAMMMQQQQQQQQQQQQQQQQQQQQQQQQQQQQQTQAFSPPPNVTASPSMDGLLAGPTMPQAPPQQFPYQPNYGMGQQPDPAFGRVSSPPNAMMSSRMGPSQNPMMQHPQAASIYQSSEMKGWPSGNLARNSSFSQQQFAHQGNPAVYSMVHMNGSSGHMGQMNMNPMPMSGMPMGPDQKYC
LMP1 NFkB inh: EBV LMP1-driven NF-kappaB luciferase reporter inhibitors, primary screen, cell-based, luminescence, single point | LMP1-induced NF-kappaB luciferase reporter cells | inhibition, % at 12.5 µM | 350,000 tested, 0.69% active; in the data active means inhibition above about 41%;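 further: 0% = neutral control wells and 100% = reference inhibitor control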
TROY signal inh: inhibitors of TROY-driven NF-kB signaling, primary screen, Q293 LMP1-TROYcd cells, NF-kB luciferase, uHTS. inhibition, % at 10 µM. Q293 LMP1-TROYcd NF-kB luciferase reporter, 4 h. 360,000 tested, 0.98% active;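 active means compounds whose plate-normalised and pattern-corrected inhibition of the luciferase reporter signal at the single screening dose is 50% or more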
C8 TRAIL sens: viability loss with TRAIL in NB7+C8 cells, primary screen, TRAIL sensitizer project, cell-based, ATPlite luminescence. inhibition (viability loss, TRAIL sensitization), % at 10 µM. 360,000 tested, 1% active. AID 624354, 2012;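 active means compounds causing at least 50% loss of cell viability in the single-dose screen, relative to plate controls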
KKLEB tox: cytotoxicity in KKLEB CF airway cells, primary screen, cytotoxicity control for CF NF-kB inhibitor project, cell-based, uHTS, fluorescence assay plates. activity change (cytotoxicity), % at 5 µM. KKLEB CF airway cells viability, ATPlite luminescence, overnight; hits give low values; cells stimulated with P. aeruginosa culture filtrate. 360,000 tested, 0.36% active. AID 602141, 2011;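 active means corrected activity change at or below -50% at 5 µM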
Active calls of the source: *; · = not tested or not shown.

SMILES	CF NFkB inh	NR2F2 inh	TWEAK-Fn14 inh	NCOA1 inh	LRH-1 inv ag	SRC2 inh	NCOA3 inh	LMP1 NFkB inh	TROY signal inh	C8 TRAIL sens	KKLEB tox
CN1CCN(S(=O)(=O)c2ccc(NC(=O)c3cccs3)cc2)CC1	-4	5	14	-63	-1	9	11	0	-4	4	-4
c1cc(-c2cccs2)nc(-c2cccs2)c1	-2	-8	-1	16	12	-4	9	-25	-3	1	-3
Cc1cccc(-n2c(C)cc(/C=N/O)c2C)c1	6	-3	2	-5	-18	2	10	0	0	-6	4
CC(C)[C@H](NC(=O)N1CCn2c1nc1ccccc12)C(=O)NCc1ccc(F)cc1	1	4	-5	12	14	4	11	6	-8	-15	-4
COCCN=C1Sc2nc3cc(C)c(C)cc3cc2CN1Cc1cccs1	-15	2	23	17	9	14	1	-9	-3	7	-2
CC(=O)c1ccccn1	13	5	-4	-12	-25	-5	-2	-9	-8	6	-7
O=C(CN(Cc1ccc(F)cc1)C(=O)CNS(=O)(=O)c1ccc(F)cc1)NCc1ccco1	-7	12	0	-2	10	11	5	2	16	-6	-8
O=C(C(Cc1ccccc1)N1C(=O)C2C3C=CC(C3)C2C1=O)N1CCCCCC1 (stereo not drawn)	5	-9	-12	2	-3	-12	3	6	9	3	2
CN(C)CCNc1ncnc2ccccc12	2	-25	3	5	12	-29	8	-4	-5	-16	7
Cc1ccc(-n2nc3c(n2)/C(=N/O)CC/C3=N\O)cc1	17	-62	-6	-106	-101	-64	-79	-19	-38	37	-4
CCN(CC)C(=O)CSc1nnc(-c2cccc(OC)c2)o1	2	-36	-11	-42	-45	-56	-53	-4	-55	14	-4
O=C(O)C1CC=CCC1C(=O)Nc1ccc2c(c1)CCC2 (stereo not drawn)	5	2	2	-16	-3	-53	-3	-2	13	-27	8
CC(C)n1nnnc1C1c2ccccc2C(=O)N1CCCN1CCOCC1 (stereo not drawn)	·	-7	-13	·	13	-16	·	·	0	-11	·
O=C(Nc1ccc(O)cc1)c1c(O)c2c([nH]c1=O)CCCC2	-6	-57	-38	-96	-112	-63	-77	-52	-46	48	5
CC1CC(C)CN(C(=S)Nc2ccc(OC(F)F)cc2)C1 (stereo not drawn)	7	-22	-9	-6	9	-2	4	1	-7	1	-1

11 structures out of the list, ordered by heavy-atom count, rising:
SMILES	CF NFkB inh	NR2F2 inh	TWEAK-Fn14 inh	NCOA1 inh	LRH-1 inv ag	SRC2 inh	NCOA3 inh	LMP1 NFkB inh	TROY signal inh	C8 TRAIL sens	KKLEB tox
CC(=O)c1ccccn1	13	5	-4	-12	-25	-5	-2	-9	-8	6	-7
c1cc(-c2cccs2)nc(-c2cccs2)c1	-2	-8	-1	16	12	-4	9	-25	-3	1	-3
Cc1cccc(-n2c(C)cc(/C=N/O)c2C)c1	6	-3	2	-5	-18	2	10	0	0	-6	4
Cc1ccc(-n2nc3c(n2)/C(=N/O)CC/C3=N\O)cc1	17	-62	-6	-106	-101	-64	-79	-19	-38	37	-4
CC1CC(C)CN(C(=S)Nc2ccc(OC(F)F)cc2)C1 (stereo not drawn)	7	-22	-9	-6	9	-2	4	1	-7	1	-1
O=C(Nc1ccc(O)cc1)c1c(O)c2c([nH]c1=O)CCCC2	-6	-57	-38	-96	-112	-63	-77	-52	-46	48	5
CN1CCN(S(=O)(=O)c2ccc(NC(=O)c3cccs3)cc2)CC1	-4	5	14	-63	-1	9	11	0	-4	4	-4
CC(C)n1nnnc1C1c2ccccc2C(=O)N1CCCN1CCOCC1 (stereo not drawn)	·	-7	-13	·	13	-16	·	·	0	-11	·
O=C(C(Cc1ccccc1)N1C(=O)C2C3C=CC(C3)C2C1=O)N1CCCCCC1 (stereo not drawn)	5	-9	-12	2	-3	-12	3	6	9	3	2
CC(C)[C@H](NC(=O)N1CCn2c1nc1ccccc12)C(=O)NCc1ccc(F)cc1	1	4	-5	12	14	4	11	6	-8	-15	-4
O=C(CN(Cc1ccc(F)cc1)C(=O)CNS(=O)(=O)c1ccc(F)cc1)NCc1ccco1	-7	12	0	-2	10	11	5	2	16	-6	-8

(list continues)
SMILES	CF NFkB inh	NR2F2 inh	TWEAK-Fn14 inh	NCOA1 inh	LRH-1 inv ag	SRC2 inh	NCOA3 inh	LMP1 NFkB inh	TROY signal inh	C8 TRAIL sens	KKLEB tox
COc1ccccc1OCCN1C(=O)S/C(=C\c2ccco2)C1=O	-8	-29	1	-9	-1	-20	14	-18	-8	-22	6
O=C(CN1C(=O)c2ccccc2S1(=O)=O)N1CCN(c2ccc(F)cc2)CC1	-5	-1	3	-8	14	-30	-6	1	-6	-2	5
NC(=O)COC(=O)CC12CC3CC(CC(Br)(C3)C1)C2	-12	-14	3	-8	-5	-20	9	2	25	0	2
COCCNc1c2c(nc3c(-c4ccccc4)c(C)nn13)CCCC2	6	9	-27	-4	6	6	3	3	-11	-3	-1
O=C(O)C1CC=C(Cl)CC1C(=O)NC1CCCCC1 (stereo not drawn)	19	·	15	20	-5	·	23	-7	1	-9	-2
Cc1cccc(NC(=O)c2ccc3c(Cl)c4c(nc3c2)CCCC4)n1	-16	0	63*	-46	-85	-34	-49	-34	71*	70*	-29
O=C(CNC(=O)c1ccc(Cl)cc1Cl)NCc1ccccn1	-3	13	-1	2	15	-19	0	4	-7	-20	12
CCOc1ccc(C(=O)NC2CCN(C(=O)Nc3ccc(F)cc3)CC2)cc1	6	-25	-18	-14	-8	6	-7	1	6	-3	-3
CN(CC(O)Cn1c2ccccc2c2ccccc21)S(C)(=O)=O (stereo not drawn)	4	8	-29	3	14	-8	-7	-3	-9	-5	-3
COc1ccc(-c2cc(C(=O)Nc3cccc(Cl)c3)no2)cc1	7	-21	-9	-53	-18	-35	-64	-29	-46	3	11
COc1ccc(CCC(C)N2CCc3ccccc3C2)cc1 (stereo not drawn)	-1	-34	3	5	-10	0	0	7	0	-18	-11
O=[N+]([O-])c1ccc(Cl)cc1Sc1cccc2cccnc12	8	-13	21	10	7	-11	4	5	·	-1	-8
CCOc1ccc(C2/C(=C(\O)c3cccc(OC)c3)C(=O)C(=O)N2c2ccccn2)cc1OC (stereo not drawn)	-8	-3	-4	-6	13	-75	18	-1	-6	13	17
CCOc1ccccc1Nc1nnc(SCC(=O)Nc2cccc(S(=O)(=O)NC3=NCCCCC3)c2)s1	5	2	20	-1	4	13	17	1	25	-6	12
O=C(/C(C=Nc1ccc(Br)cc1)=C(/O)c1ccco1)C(F)(F)F	11	-73	39	-116	-141	-52	-62	-22	-34	43	-32
Cc1cc(NCCC(C)C)n2nc(C)c(-c3ccccc3)c2n1	3	-10	15	2	-10	-12	2	-21	-39	20	-19
CCOc1ccc(NC(=S)N(CCCN2CCCC2)Cc2cccn2Cc2ccc(Cl)cc2)cc1	11	13	9	4	0	-6	-8	-2	-9	-10	-4
CCC1CCCCN1CCCNC(=O)c1ccc2c(c1)NC(=O)CS2 (stereo not drawn)	6	13	2	-5	7	-8	16	-9	-1	5	-1
CC(C)(C)N1C(=O)Cc2c1nc(N)c1c(N)nc(N3CCCCC3CO)c(C#N)c21 (stereo not drawn)	4	·	7	-21	28	·	-3	-15	-10	9	12
CC1CCN(S(=O)(=O)c2ccc(C(=O)Nc3ccccn3)cc2)CC1	5	-9	8	-72	-105	-4	-56	-6	6	33	4
CCOc1ccc(NC(=S)N2CCC(c3nc4ccccc4[nH]3)CC2)cc1	-6	5	0	-3	-1	8	-1	-10	13	-1	4
Fc1ccc(Cn2cccc2C2=NC(c3ccccc3)CO2)cc1 (stereo not drawn)	6	-7	-15	-10	-13	4	5	-5	-60	-5	6
O=C(Nc1ccc(F)cc1)NC1CCN(Cc2c(F)cccc2Cl)CC1	0	16	0	1	-4	-3	18	15	0	26	0
Cc1cc(-c2ccco2)n2c(nc3ccccc32)c1C#N	6	-10	7	-9	28	-23	-2	3	-15	12	-17
CC[C@@]1(C(=O)OC)N[C@H](CN(C)C(=O)Nc2ccc(OC)cc2)[C@@H]2C(=O)N(Cc3ccccc3)C(=O)[C@@H]21	8	-24	-6	-31	-26	-7	-28	-14	-50	-4	11
O=C(CCSCCc1ccccn1)Nc1cccc([N+](=O)[O-])c1	3	-14	1	-3	3	-29	5	9	10	-7	25
C/C(=N\NC(=O)CC1N=C(Cc2ccccc2)NNC1=O)c1ccc(C)cc1 (stereo not drawn)	-4	1	0	-7	-5	-22	0	-3	6	11	-4
CCOC(=O)CC(c1ccc(N)cc1)n1c(C)ccc1C (stereo not drawn)	-8	-9	-6	-15	6	2	8	-6	2	4	-6
CC1(C(=O)NCc2ccccc2Br)CCN1Cc1ccccc1OC(F)F (stereo not drawn)	24	12	-15	-17	-8	17	4	·	27	-7	-19
C=CCn1cnc2c(nnn2Cc2ccc(F)cc2)c1=O	11	6	-4	-13	6	17	21	4	-8	6	4
COc1ccc(/C=C(/NC(=O)c2ccc([N+](=O)[O-])cc2)C(=O)NCCCN(C)C)cc1	-2	22	8	-9	12	-11	2	3	-34	-8	2
Cc1nc2ccccc2c2oc(C(=O)NCCN3CCCCC3C)cc12 (stereo not drawn)	-6	-22	-7	1	-33	-17	-17	-2	-11	3	10
CC(C)C1C(=O)N(Cc2cn(CCC3OCCO3)nn2)CCS(=O)(=O)N1Cc1ccc(-c2ccc(F)nc2)cc1 (stereo not drawn)	-28	4	2	-31	5	-11	-10	-7	3	9	6
COc1ccc(CC(N)c2csc(NC(=O)c3cccs3)n2)cc1 (stereo not drawn)	-8	-1	14	-8	-1	-23	-14	·	7	30	-30
Oc1c(Cl)cc(Cl)c(Cl)c1CN1CCOCC1	5	-3	-3	3	-20	-31	4	1	3	1	10
COc1ccc(C2C(C#N)C(C#N)N3CCCN23)cc1 (stereo not drawn)	2	-3	-3	-16	0	-22	6	-5	-9	5	-2
